# Screening data deposited in PubChem BioAssay by several laboratories.
# TRPML3 agonist: human TRPML3 channel agonists, primary screen, cell-based, HEK293 TRPML3-YFP, Fluo-8 calcium fluorescence, 3 µM | hit rate 0.29% among 220,000 | Mucolipin-3 (Homo sapiens), Q8TDD5 | activation, % at 3 µM | AID 1448, 2008 | 100% = the carbachol control signal;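 active = activation above its plate's cutoff, the mean activation of the plate's test wells plus 3 SD, cut at about 12% in these data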;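 also: 0% = DMSO only wells and 100% = carbachol wells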
# Target sequence (Q8TDD5 whole entry, looked up): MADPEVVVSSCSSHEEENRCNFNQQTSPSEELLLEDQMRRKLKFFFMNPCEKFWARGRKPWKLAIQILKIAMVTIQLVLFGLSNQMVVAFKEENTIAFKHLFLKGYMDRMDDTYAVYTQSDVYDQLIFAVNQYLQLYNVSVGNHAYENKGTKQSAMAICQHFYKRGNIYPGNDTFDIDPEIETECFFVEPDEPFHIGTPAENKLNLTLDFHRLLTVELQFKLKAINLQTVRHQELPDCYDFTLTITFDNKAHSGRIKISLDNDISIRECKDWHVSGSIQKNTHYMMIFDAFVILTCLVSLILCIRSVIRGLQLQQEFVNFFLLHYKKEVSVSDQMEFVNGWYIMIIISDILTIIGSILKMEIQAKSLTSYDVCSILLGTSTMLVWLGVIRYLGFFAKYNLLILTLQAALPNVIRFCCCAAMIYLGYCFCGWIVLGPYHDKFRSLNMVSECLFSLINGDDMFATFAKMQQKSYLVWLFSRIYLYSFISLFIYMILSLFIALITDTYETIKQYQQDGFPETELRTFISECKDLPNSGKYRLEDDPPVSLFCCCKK
#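 system = HEK293 cells stably carrying human TRPML3-YFP | doses = one concentration, 3 µM nominal, 0.3% DMSO | timing = dye loading 1 h 37 °C then 30 min ambient, 125 s read | detection = Fluo-8 calcium dye fluorescence, ex 470-495, em 515-575 nm | benchmarks = high control carbachol 87 µM, low control DMSO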
# Wee1 degr inh: Wee1 degradation inhibitors, primary screen, cell-based, HeLa, Wee1K328M-luciferase, luminescence; Wee1-like protein kinase (Homo sapiens), P30291; HeLa Luc-Wee1K328M stability; 100% = proteasome inhibitor MG132 effect; reporter increase, % at 5 µM; hit rate 1.2% among 220,000;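 active = activation above the mean of all tested compounds plus 3 SD, set per screening run, cut at about 8.8% in these data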;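 also: cells exposed to compound for 20 h before luminescence read; 0% = DMSO alone and 100% = MG132 at 30 µM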
# TRPN1 ag: zebrafish TRPN1 channel agonists, primary screen, cell-based, HEK293, calcium fluorescence. HEK293 zebrafish TRPN1-YFP, Fluo-8 calcium fluorescence; 100% = response to 87 µM carbachol. AID 1424, 2008. hit rate 0.18% among 220,000. activation, % at 3 µM;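 active = activation above its plate's cutoff, the mean activation of test wells on that plate plus 3 SD, cut at about 19% in these data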;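 also: 0% = DMSO alone and 100% = 87 µM carbachol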
#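 Assay system: Zebrafish TRPN1-YFP in HEK293 cells | Incubation: Dye loading 1 h at 37 °C, then 30 min room temperature | Measured by: Kinetic Fluo-8 fluorescence, ex 470-495, em 515-575 nm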
# Ba/F3 V617F tox: reduced viability of JAK2V617F-dependent Ba/F3 cells, primary screen, JAK2V617F inhibitor project, cell-based, Ba/F3 EpoR-JAK2V617F, luminescence. hit rate 1.1% among 220,000. ATP luminescence. inhibition, % at 5.6 µM;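 active = inhibition above the campaign mean plus 3 SD over all tested compounds, cut at about 24% in these data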;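 also: cytokine-independent growth of Ba/F3 cells driven by EpoR plus mutant JAK2; 0% = DMSO-treated cells and 100% = JAK inhibitor I control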
# PPC-1+TRAIL kill: compounds killing PPC-1 cancer cells with TRAIL present, primary screen, TRAIL potentiator project, ATPLite luminescence, uHTS. PPC-1 cells + TRAIL, ATPLite viability luminescence. cell killing (% activity), % at 4 µM. hit rate 0.41% among 220,000. AID 1443, 2008;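 active = cell killing above 50% in the first pass at 4 µM, then a duplicate retest at 5 µM averaging 50% or more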;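 also: plate controls were cells with TRAIL plus DMSO for no effect and medium-only wells lacking cells for full effect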
# BaF3 parental: parental Ba/F3 cell viability inhibition, counter-screen for JAK2V617F inhibitor project, murine pro-B, CellTiter-Glo luminescence. inhibition, % at 5.6 µM. hit rate 1.1% among 220,000. CellTiter-Glo ATP luminescence;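 active = inhibition above a per-campaign cutoff, the mean inhibition of all tested compounds plus 3 SD, cut at about 27% in these data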;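 also: 0% = DMSO wells and 100% = JAK Inhibitor I control wells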
# TNF death inh: inhibitors of TNF-alpha triggered necroptosis, primary screen, cell-based, Jurkat FADD-/-, single concentration; hit rate 0.068% among 220,000; activation (protection from cell death), % at 10 µM; AID 463075, 2010; Jurkat FADD-/- TNF necroptosis rescue, ATP luminescence, 24 h; 0 = TNF only, 100 = no-TNF cells;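 active = activation, meaning protection from cell death, of at least 50% relative to plate controls; inactive = activation below 50%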;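 also: necroptosis triggered by 40 ng/mL TNF-alpha added together with compound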
# CHOP inh: inhibitors of CHOP promoter induction, primary screen, cell-based, unfolded protein response, luciferase reporter | inhibition, % at 10 µM | CHO-K1 CHOP-promoter luciferase, tunicamycin-induced, 15-18 h | hit rate 3.8% among 220,000 | AID 2732, 2010;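 active = compounds that reduced the stress-induced luciferase reporter signal by more than about 70% of percent inhibition, limit read from the data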;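 also: 0% = tunicamycin plus vehicle and 100% = wells without tunicamycin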
# RBBP9 inhibitor: human RBBP9 inhibitors, primary screen, biochemical, fluorescence polarization, FP-Rh probe, HTS; AID 1515, 2009; hit rate 0.2% among 220,000; recombinant RBBP9; inhibition, % at 7.94 µM;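 active = inhibition above the campaign mean of all tested compounds plus 3 SD, cut at about 14% in these data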;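 also: plate controls were DMSO wells with RBBP9 for no effect and wells lacking RBBP9 protein for full effect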
# Target sequence (O75884 whole entry, looked up): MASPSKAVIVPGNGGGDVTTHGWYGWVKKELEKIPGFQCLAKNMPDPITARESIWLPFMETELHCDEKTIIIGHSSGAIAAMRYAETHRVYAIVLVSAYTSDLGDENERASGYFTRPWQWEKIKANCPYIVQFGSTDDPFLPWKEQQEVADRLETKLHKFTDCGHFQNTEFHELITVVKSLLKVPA
#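 Measured by: FP readout at 525/598 nm; material: recombinant human RBBP9; also added: Serine-hydrolase probe FP-Rh, 375 nM pre-mixing; medium: Tris buffer pH 8.0, NaCl, Pluronic; replication: one well per compound; doses: one concentration, 7.94 µM nominal, 0.794% DMSO; timing: preincubation 30 min plus labeling 45 min at 25 °C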
# The depositor's hits bear a star; x = no result given.
1) Cc1cc(-c2ccccc2)nc(N(C)NC(=O)c2ccc(Cl)cc2)c1S(C)(=O)=O
2) COc1ccc(-c2nc(-c3ccccc3)[nH]c(=O)c2C#N)cc1
3) COc1ccccc1CC(=O)NCCc1ccc(S(N)(=O)=O)cc1
4) COc1ccc(N(CC(=O)Nc2cccc(SC)c2)S(C)(=O)=O)cc1
5) CCN(CC)C(=O)CSc1nnc2cc(C)c3ccccc3n12
6) CC1NC(=O)NC1CCCCC(=O)O (stereo not given)
7) CC(C)CC(c1nnnn1C1CCCC1)N1CCC(C(N)=O)CC1 (stereo not given)
8) COc1ccccc1NS(=O)(=O)c1ccc(C)c(NC(=O)c2ccc(S(=O)(=O)N3CCCCCC3)cc2)c1
9) Nc1nc(NCCCN2CCOCC2)nc(NCc2ccccc2)c1[N+](=O)[O-]
10) O=C(CCc1ccccc1)Nc1cccc(NC(=O)CCc2ccccc2)c1

Assay by compound	1	2	3	4	5	6	7	8	9	10
TRPML3 agonist	0.1	-0.2	0.3	0.6	0.7	0.3	0.8	1.2	0.5	0.3
Wee1 degr inh	0	-2	4	9.2*	2	-3	2	2	0	-1
TRPN1 ag	-1.1	0.6	-0.6	1.7	0.4	1.8	0.5	0.2	1.3	-0.7
Ba/F3 V617F tox	-2	1	-2	-3	3	-5	3	1	4	-4
PPC-1+TRAIL kill	-13	0	12	5	18	-6	23	5	3	11
BaF3 parental	3	2	-1	4	4	3	3	5	-2	0
TNF death inh	0.6	-1.9	0.3	3.1	0.9	1.4	0.3	0.6	3.2	1.5
CHOP inh	43	18	12	-34	-1	18	9	50	18	72*
RBBP9 inhibitor	4	-5	0	1	-11	4	-8	-26	-7	-5

11) Cc1ccc(N2C(=O)c3cccc4cccc(c34)C2=O)cc1
12) COC(=O)c1ccc(C(NC(=O)OCc2ccccc2)/C(F)=C/[C@@H](C)C(=O)NCc2ccc(OC)c(OC)c2)cc1 (stereo not given in full)
13) CN(C)/C=C/C(=O)c1ccncc1
14) Cc1ccccc1Cn1nc(C)c(NC(=O)c2cc3nc(-c4ccco4)cc(C(F)(F)F)n3n2)c1C
15) CC(C)N1CCN(c2ccncc2S(=O)(=O)N2CCOCC2)CC1
16) COc1cc2[nH]c(Cl)c([N+](=O)[O-])c2cc1OC
17) O=C(Nc1nc(-c2cccnc2)cs1)c1cccc([N+](=O)[O-])c1
18) CC(C)Oc1ccc(Cn2c(=O)sc3ccccc32)cc1
19) Cc1nc2sc3c(c2c(=O)n1N)CCC3
20) CNC(=O)c1cc2ncc(C(F)(F)F)cc2s1

Assay by compound	11	12	13	14	15	16	17	18	19	20
TRPML3 agonist	0.6	-1.1	1.3	0.2	0.9	1.1	1.0	0.4	0.5	1.0
Wee1 degr inh	0	-1	0	4	-3	-2	2	1	-4	0
TRPN1 ag	0.7	-1.2	1.7	-0.8	1.5	1.4	0.5	-1.5	-0.3	0.4
Ba/F3 V617F tox	-4	-1	2	1	-3	-2	-3	1	-5	-3
PPC-1+TRAIL kill	11	8	7	5	17	14	-4	16	9	-6
BaF3 parental	2	2	-1	0	1	-6	3	4	1	2
TNF death inh	-0.2	1.0	-0.3	-12	-0.2	-0.9	-0.4	3.1	1.6	0.3
CHOP inh	-20	65	4	64	-7	-11	88*	29	-5	-13
RBBP9 inhibitor	-2	-12	-3	-10	-2	-2	-5	-4	3	-4

# Screen by screen, as entered above.
# Wee1 degr inh for entries 11 to 20 → 0, -1, 0, 4, -3, -2, 2, 1, -4, 0
# CHOP inh for entries 11 to 20 → -20, 65, 4, 64, -7, -11, 88*, 29, -5, -13
# RBBP9 inhibitor for entries 11 to 20 → -2, -12, -3, -10, -2, -2, -5, -4, 3, -4

# An excerpt from above in order of heavy-atom count, highest first:
16) COc1cc2[nH]c(Cl)c([N+](=O)[O-])c2cc1OC
19) Cc1nc2sc3c(c2c(=O)n1N)CCC3
13) CN(C)/C=C/C(=O)c1ccncc1

Assay by compound	16	19	13
TRPML3 agonist	1.1	0.5	1.3
Wee1 degr inh	-2	-4	0
TRPN1 ag	1.4	-0.3	1.7
Ba/F3 V617F tox	-2	-5	2
PPC-1+TRAIL kill	14	9	7
BaF3 parental	-6	1	-1
TNF death inh	-0.9	1.6	-0.3
CHOP inh	-11	-5	4
RBBP9 inhibitor	-2	3	-3

# (continued)
21) CCOC(=O)C(=O)C1C(=O)Nc2ccccc21 (stereo not given)
22) COCCCNc1nc2ccccc2nc1NS(=O)(=O)c1ccccc1
23) COc1cc(OC)c(OC)cc1C=NCC1(c2ccccc2)CCCC1
24) CC12CCCCC1N(O)C(=O)C(=O)N2O (stereo not given)
25) CCC(OC(C)=O)c1cc2c(cc1[N+](=O)[O-])OCCO2 (stereo not given)
26) Brc1ccc(Nc2ncnc3[nH]ncc23)cc1
27) CN(c1cccc(NC(=O)c2ccccc2N(C)S(C)(=O)=O)c1)S(C)(=O)=O
28) Cc1ccc2c(c1)N(C(C)C(=O)NCc1cccs1)C(=O)CO2 (stereo not given)
29) CCOc1cnc(-c2c(-c3c(F)cccc3Cl)noc2C)o1
30) Cc1ccc(/C=C(\NC(=O)c2ccccc2)C(=O)N2CCCC2C(=O)O)cc1 (stereo not given)

Assay by compound	21	22	23	24	25	26	27	28	29	30
TRPML3 agonist	0.1	0.4	0.0	0.5	0.4	0.7	0.3	0.2	-0.9	0.5
Wee1 degr inh	-1	7	-2	-1	3	8	2	1	-3	4
TRPN1 ag	0.6	0.0	-0.1	0.9	0.9	1.2	1.2	-0.7	-2.0	0.3
Ba/F3 V617F tox	3	-1	-7	-2	1	-2	2	0	-1	0
PPC-1+TRAIL kill	11	6	7	18	8	8	-4	1	14	14
BaF3 parental	-4	10	1	3	5	0	-1	3	1	0
TNF death inh	-0.3	0.5	-0.4	1.8	-0.6	0.7	-0.9	-0.8	-1.5	0.4
CHOP inh	18	-10	12	-14	-2	20	15	5	37	6
RBBP9 inhibitor	-11	6	3	-7	-4	-2	-5	0	-1	-2

31) CO/N=C/CC(=O)c1ccc(OC)cc1
32) CCOC(=O)c1c(N)sn(-c2ccccc2)c1=S
33) COCCNc1nc(C)c(C(C)=O)s1
34) COc1cccc(-n2c(SCC(=O)NC3CCCC3)nnc2-c2ccco2)c1
35) Cn1nc2c(c1C(=O)O)CCCC2
36) CCn1c(=O)c(C(=O)Nc2ccccn2)c(O)c2ccccc21
37) CCOc1ccc(OCCCC(=O)Nc2nc3ccccc3[nH]2)cc1
38) CCN(CCO)Cc1csc2cc(C)ccc12
39) COc1ccc(C(C)=O)cc1CSc1nnc(Nc2ccc(C)cc2)s1
40) Cc1ccc(S(=O)(=O)N2CCN(C(C)C(=O)N3CCCc4ccccc43)CC2)cc1 (stereo not given)

Assay by compound	31	32	33	34	35	36	37	38	39	40
TRPML3 agonist	0.5	0.5	0.9	0.0	0.4	0.9	0.7	1.0	-1.1	1.1
Wee1 degr inh	-2	-4	-4	0	-1	-1	2	3	0	-2
TRPN1 ag	-1.0	-1.1	0.3	-1.4	1.3	1.7	-0.6	0.6	-0.6	-0.4
Ba/F3 V617F tox	-3	1	-4	3	-1	-3	0	-3	5	1
PPC-1+TRAIL kill	11	5	12	4	7	x	24	19	0	2
BaF3 parental	0	2	-2	1	2	1	3	3	4	8
TNF death inh	0.1	0.9	2.0	1.8	-1.5	0.3	0.7	1.3	-4.3	0.6
CHOP inh	-20	29	5	6	-1	81*	-4	42	46	32
RBBP9 inhibitor	7	-5	3	-10	-3	4	3	2	-1	-3

41) O=C(NC(=S)Nc1ccccc1N1CCOCC1)c1ccc(-c2ccccc2F)o1
42) CCOC(=O)C1CCCN(C(=O)Cn2nc(Cc3cccnc3)c3ccccc3c2=O)C1 (stereo not given)
43) CC(C(=O)Nc1cccnc1)N1C(=O)C2C3C=CC(C3)C2C1=O (stereo not given)
44) C(=C\c1ccccc1)/CSc1nnc(-c2cnccn2)n1Cc1ccco1
45) CCN(C(=O)COC(=O)/C=C/c1ccc(S(=O)(=O)N2CCc3ccccc32)cc1)C1CCS(=O)(=O)C1 (stereo not given)
46) COc1ccc(NC(=O)C(OC)c2ccccc2)cc1Cl (stereo not given)
47) Cc1ccc(C(=O)Oc2csc(=S)n2C(=O)c2ccc(C)cc2)cc1
48) C=CCOc1cccc(C2C(C(=O)c3ccco3)=C(O)C(=O)N2CCN2CCOCC2)c1 (stereo not given)
49) O=C(CSc1ncccc1-c1nc2ccccc2[nH]1)NCc1ccco1
50) Cc1cccc(NC(=O)CCS(=O)(=O)c2cccc3nsnc23)c1C

Assay by compound	41	42	43	44	45	46	47	48	49	50
TRPML3 agonist	0.1	-0.6	-0.9	-0.9	0.9	0.1	0.3	0.5	0.3	-0.3
Wee1 degr inh	-3	2	7	0	-3	2	-1	1	3	-2
TRPN1 ag	-0.7	0.3	-0.7	-1.9	1.1	-0.1	0.4	0.1	0.5	0.4
Ba/F3 V617F tox	-1	0	3	4	-2	-2	5	-1	-1	0
PPC-1+TRAIL kill	22	22	30	12	28	16	3	-6	2	7
BaF3 parental	-4	3	2	5	0	5	7	4	1	2
TNF death inh	0.1	-0.3	0.0	-6.1	-1.5	50*	-1.1	1.1	-0.5	-0.1
CHOP inh	-17	-12	-10	6	-24	-4	0	-15	7	4
RBBP9 inhibitor	-8	-11	-1	-4	-5	0	-5	8	-5	2

51) O=S(=O)(NCCCc1ccccc1)c1cccc2nsnc12
52) CCOC(=O)C1CCCN(Cc2nc(N)nc(Nc3ccccc3)n2)C1 (stereo not given)
53) Cc1cc(=O)n2nc(N3CCCC(C(=O)NCc4ccc5c(c4)OCO5)C3)sc2n1 (stereo not given)
54) Cc1ccc(CNS(=O)(=O)NCc2cccs2)cc1
55) Cc1c(Br)cc(C(=O)NCCCN2CCOCC2)c(C)c1C

Assay by compound	51	52	53	54	55
TRPML3 agonist	-0.1	0.2	0.0	-0.5	0.3
Wee1 degr inh	4	-1	6	1	0
TRPN1 ag	-1.9	0.0	2.6	-2.6	-0.3
Ba/F3 V617F tox	-1	-2	-1	0	1
PPC-1+TRAIL kill	-1	32	-3	20	32
BaF3 parental	3	3	6	6	5
TNF death inh	1.2	-1.6	1.3	0.4	0.9
CHOP inh	-27	32	58	22	-29
RBBP9 inhibitor	-2	-10	-2	-1	-6
